N370S GC: N370S glucocerebrosidase modulation, Gaucher chaperone candidate; N370S GC spleen homogenate, 4MU-glucoside fluorescence; Potency, µM (highest dose often 59.4 µM), without a hit: top-dose activity change, negative = inhibition, hits mostly inhibitors; 330,000 compounds, 0.092% hits;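 further: 0% = full enzyme activity and -100% = no enzyme basal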
KAT2A inh: inhibitors of human GCN5L2 histone acetyltransferase; 390,000 compounds, 0.21% hits; GCN5L2 HAT assay, ThioGlo1 CoA-SH fluorescence; Potency, µM (highest dose often 58.9 µM), for the others: at the top dose activity change, negative = inhibition, actives largely listed as inhibitors; Q92830; AID 504327
Target sequence (Q92830 whole entry, looked up): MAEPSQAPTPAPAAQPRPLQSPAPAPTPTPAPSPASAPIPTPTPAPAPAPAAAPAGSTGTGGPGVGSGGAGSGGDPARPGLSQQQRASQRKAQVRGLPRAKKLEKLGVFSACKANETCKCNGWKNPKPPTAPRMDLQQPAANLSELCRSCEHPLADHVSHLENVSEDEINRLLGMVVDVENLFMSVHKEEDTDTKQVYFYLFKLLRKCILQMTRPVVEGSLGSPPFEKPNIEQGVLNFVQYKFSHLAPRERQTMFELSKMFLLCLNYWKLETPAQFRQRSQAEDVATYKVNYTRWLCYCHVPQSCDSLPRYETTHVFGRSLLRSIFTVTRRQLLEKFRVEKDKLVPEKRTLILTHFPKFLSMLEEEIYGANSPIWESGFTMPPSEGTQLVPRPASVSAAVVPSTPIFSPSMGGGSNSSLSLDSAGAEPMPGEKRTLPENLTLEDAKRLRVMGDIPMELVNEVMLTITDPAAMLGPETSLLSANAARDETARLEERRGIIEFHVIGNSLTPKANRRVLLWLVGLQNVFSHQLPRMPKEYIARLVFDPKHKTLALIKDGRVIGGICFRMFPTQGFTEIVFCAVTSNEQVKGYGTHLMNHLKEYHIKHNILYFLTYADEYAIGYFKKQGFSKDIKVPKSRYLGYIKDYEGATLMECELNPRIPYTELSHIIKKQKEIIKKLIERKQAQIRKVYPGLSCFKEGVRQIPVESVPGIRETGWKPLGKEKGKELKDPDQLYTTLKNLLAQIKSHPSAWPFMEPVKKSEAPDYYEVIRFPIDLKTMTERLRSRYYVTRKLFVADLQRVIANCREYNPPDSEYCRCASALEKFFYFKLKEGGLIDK
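Enzyme at 20nM final was mixed with library compounds for 15 min at room temperature. Peptide H3(1-25) at 75uM, acetyl-CoA at 70uM and ThioGlo1 at 50uM were then added. Plates were read immediately and after 20 min (Ex340nm/Em540nm).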
FEN1 inh: inhibitors of human flap endonuclease 1. Potency, µM (titrated, usually from 114 µM), for inactives: top-dose activity change, negative = inhibition, most hits filed as inhibitors. 390,000 compounds, 0.35% hits. P39748. Recombinant FEN1 flap cleavage, fluorescence, 15 min; further: nearly all actives have a fitted effect of over 65% in size
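Nuclease activity of 10 nM FEN1 was measured after 15 min of room-temperature exposure to titrated compounds, by adding 50 nM flap substrate and reading plates at 0 and 15 min.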
Active calls of the source: *; ? = inconclusive; / = not tested or not shown. The call rests on the fitted dose curve; in most records, active means well fitted curve in the direction sought with a large enough effect; inconclusive means small, poorly fitted or top-dose-only effect, or another doubt; inactive means no such curve, though single readings can be large; an effect the other way counts as inactive or inconclusive. Unless noted, on the % scale 0 is the no-effect control and ±100 the full control effect; potency means the concentration at half of the fitted maximal effect.

N370S GC	KAT2A inh	FEN1 inh	SMILES
21%	-7%	13%	CCOC(=O)[C@@H]1[C@H]2COc3cc(OC)ccc3[C@H]2N2C(=O)N(c3ccc(F)cc3)C(=O)[C@]12C
-1%	?	/	COc1ccccc1CNc1ccnc(-c2cccc(NS(C)(=O)=O)c2)n1
-1%	-8%	-4%	COc1ccc(Nc2nc(N)nc(CSc3nccn3C)n2)cc1
0%	8%	36%	CC1CCN(C(=O)c2ccc(NS(=O)(=O)c3ccccc3)cc2)CC1
-9%	-20%	2%	O=C(Nc1ccc(S(=O)(=O)NCCc2ccccc2)cc1)c1ccco1
1%	-18%	-10%	C/C=C\C(=O)Nc1cccc(C2=NOC3(C2)C[C@@H](C(N)=O)N(C(=O)CC(c2ccccc2)c2ccccc2)C3)c1 (stereo partly drawn)
-6%	-6%	-6%	NC(=O)c1ccc(NC(=S)NCc2ccco2)cc1
0%	2%	-9%	O=C(N/N=C/c1ccc([N+](=O)[O-])o1)c1ccc2c(c1)OCO2
-10%	-4%	-4%	CC1CCc2sc(C(=O)NNS(=O)(=O)c3ccc(F)c(F)c3F)cc2C1 (stereo not drawn)
0%	0%	-14%	Clc1cccc(CSc2nnc(-c3sccc3-n3cccc3)o2)c1
/	1%	-16%	Cc1cc(C)n(-c2nc3ccccc3nc2Nc2ccc(Cl)c(Cl)c2)n1
-22%	-47%	9%	CC(C)c1ccc(C(=O)N/N=C/c2cccc(Cl)c2Cl)cc1
8%	-6%	2%	C/C=C/c1ccc(OCC(=O)OCC(=O)NC2CC2)c(OC)c1
5%	-6%	-4%	CCCCOc1ccc(C(=O)NCC(=O)N2CC=C(c3ccccc3)CC2)cc1
/	1%	7%	COc1ccc(CCN2C(=O)N(c3ccccc3)C(=O)C2CC(=O)Nc2ccccc2)cc1 (stereo not drawn)
/	-6%	1%	CCOc1ccccc1NC(=O)c1c(NC(=O)C(C)Oc2cccc(Cl)c2)sc2c1CCCCC2 (stereo not drawn)
2%	-4%	-3%	Cc1ccc(NC(=O)C(=O)NCCN2CCN(S(C)(=O)=O)CC2)cc1
-19%	4%	11%	N#CCC(=O)N/N=C/c1ccc(OCc2ccccc2)cc1
-2%	0%	2%	Cc1ccc(N=Nc2c(C)[nH]n(C(N)=S)c2=O)cc1C
7%	-17%	4%	COc1ccc(NC(=O)Cn2cccc2)c(OC)c1

Arranged by molecular weight (ascending): some entries from above
N370S GC	KAT2A inh	FEN1 inh	SMILES
7%	-17%	4%	COc1ccc(NC(=O)Cn2cccc2)c(OC)c1
-2%	0%	2%	Cc1ccc(N=Nc2c(C)[nH]n(C(N)=S)c2=O)cc1C
8%	-6%	2%	C/C=C/c1ccc(OCC(=O)OCC(=O)NC2CC2)c(OC)c1
-22%	-47%	9%	CC(C)c1ccc(C(=O)N/N=C/c2cccc(Cl)c2Cl)cc1
/	1%	-16%	Cc1cc(C)n(-c2nc3ccccc3nc2Nc2ccc(Cl)c(Cl)c2)n1
5%	-6%	-4%	CCCCOc1ccc(C(=O)NCC(=O)N2CC=C(c3ccccc3)CC2)cc1
/	-6%	1%	CCOc1ccccc1NC(=O)c1c(NC(=O)C(C)Oc2cccc(Cl)c2)sc2c1CCCCC2 (stereo not drawn)

Later entries.
N370S GC	KAT2A inh	FEN1 inh	SMILES
-16%	-5%	7%	COc1ccc(C(=O)Nc2ccc(-c3ccc(NC(=O)c4ccc(OC)cc4)c(OC)c3)cc2OC)cc1
-16%	-15%	16%	CCN(C(=O)C1CCCN1S(=O)(=O)c1ccc2c(c1)n(C)c(=O)c(=O)n2C)c1ccccc1 (stereo not drawn)
-15%	-1%	-8%	Cc1ccc(-c2onc3ccc(C=O)cc23)cc1
-27%	-9%	-7%	Cc1ccccc1OCC(=O)NCC(c1ccco1)N1CCCCC1 (stereo not drawn)
-18%	-21%	45µM*	COc1cc(/C=N/Nc2nc3ccccc3s2)cc([N+](=O)[O-])c1O
/	-19%	-14%	O=C(NCC(c1cccs1)S(=O)(=O)c1cccs1)c1ccc(Cl)cc1 (stereo not drawn)
/	0%	11%	COc1cc(-c2ccno2)ccc1S(=O)(=O)N1CCN(c2cccc(Cl)c2)CC1
/	-16%	14%	Cc1ccc(C)c(NC(=O)CSc2ccc3nc(-c4ccccc4)cn3n2)c1
11%	-9%	-13%	O=C(Nc1nnc(-c2ccccc2Cl)o1)c1nc2ccccc2s1
/	-7%	13%	CC1CCN(S(=O)(=O)c2ccc3c(c2)N(CC(=O)Nc2ccc(F)c(Cl)c2)C(=O)CO3)CC1
-2%	-16%	?	Cc1ccc(NC(=O)COC(=O)c2ccc([N+](=O)[O-])o2)cc1S(=O)(=O)N1CCCCC1
-2%	-1%	2%	Cc1cn(CCC(=O)Nc2ccc(N3CCOCC3)cc2)c2ccccc12
-3%	-6%	11%	CC(C)CN(C(=O)CSc1nnc2c(Cl)cc(C(F)(F)F)cn12)C1CCS(=O)(=O)C1 (stereo not drawn)
-3%	2%	-4%	Brc1ccc(NC2=Nc3ccccc3CC2)cc1
-2%	0%	-5%	Cc1cc(-c2nnc(SCC(=O)Nc3nc(-c4ccccc4)cs3)o2)no1
?	20%	-23%	COc1ccc([N+](=O)[O-])cc1NCc1ccccc1
/	-21%	7%	Cc1cc2ccccc2n1-c1ccc(C(=O)N2CCC(C(=O)NCc3ccc(Cl)cc3)CC2)s1
-5%	2%	-3%	Cc1nn(Cc2ccc(Cl)cc2)c(C)c1NC(=O)CSc1n[nH]c(C)c1[N+](=O)[O-]
0%	-10%	-6%	CCCn1c(=O)c(C(=O)NCc2ccccc2Cl)c(O)c2ccccc21
-2%	-15%	0%	COc1ccc(S(=O)(=O)N(C)CC(=O)NCc2cccnc2)cc1OC
1%	1%	0%	O=C(Cn1cc(C(F)(F)F)cc(Cl)c1=O)Nc1cc(S(=O)(=O)N2CCOCC2)ccc1Cl
-3%	-8%	-10%	Cc1ccc(OC(C)C(=O)Nc2ccc(C)c(S(=O)(=O)Nc3ccc(C)cc3C)c2)cc1 (stereo not drawn)
4%	11%	2%	COc1ccc2cc(C3OCCO3)c(Cl)nc2c1
22%	?	3%	C=CCn1c(NC(=O)c2ccc(Br)o2)c(C(=O)OCC)sc1=S
0%	-2%	0%	COC(=O)C1=C(N)Oc2cc(C)oc(=O)c2C1c1cccnc1 (stereo not drawn)
/	-9%	17%	CCOc1ccc(-c2c(C)nn3c(C)c(C(=O)Nc4cccc(Cl)c4C)cnc23)cc1OCC
/	2%	8%	CCOc1ccc(NC(=O)CSc2cn(CCNC(=O)c3ccccc3F)c3ccccc23)cc1
-10%	-4%	-16%	O=C(CCC(=O)N1CCCC1)Nc1ccc([N+](=O)[O-])cc1
0%	1%	-6%	CCCCCN(C(=O)CSc1n[nH]c(-c2ccc(C)cc2)n1)c1c(N)n(CCCC)c(=O)[nH]c1=O
-11%	-17%	13%	CC(C)CC(=O)NC1(C(F)(F)F)NC(=O)N(c2ccccc2)C1=O (stereo not drawn)
?	0%	-10%	O=C(Nc1ccc(CSc2ccccc2)cc1)c1ccc(CN2CCOCC2)cc1
-1%	-2%	-20%	CN(C)c1nc2ccc(OCCN3CCCCC3)cc2s1
/	1%	-15%	C=CCN(c1ccccc1OC)S(=O)(=O)c1cccc(C(=O)OCC(=O)N2CCOCC2)c1
2%	0%	-13%	O=c1cc(-c2cccc3ccccc23)[nH][nH]1
/	3%	1%	CCOC(=O)c1cc(-c2ccc(F)cc2)n(CC(=O)NCc2ccc(OC)cc2)c1C
-7%	-7%	3%	CC1(C(=O)OCC(=O)NNC(=O)COc2ccc(Cl)cc2)CC1(Cl)Cl (stereo not drawn)
-11%	-8%	?	O=C1SC(SCc2ccccc2Cl)=N/C1=C\c1ccc(C(=O)O)cc1
/	-7%	6%	CN(C)c1ccc(C(CNC(=O)c2ccccc2F)N2CCc3ccccc32)cc1 (stereo not drawn)
25%	-23%	-2%	CC(NC(=O)C1CCN(S(=O)(=O)N2CCCCCC2)CC1)c1ccccc1 (stereo not drawn)
/	-24%	?	CCC(C)Sc1cccc(-c2nc3ccccn3c2NCc2ccccc2)c1 (stereo not drawn)

As entered above.
KAT2A inh, `Cc1ccccc1OCC(=O)NCC(c1ccco1)N1CCCCC1` (stereo not drawn) : -9%
N370S GC, `NC(=O)c1ccc(NC(=S)NCc2ccco2)cc1` : -6%

(listing goes on)
N370S GC	KAT2A inh	FEN1 inh	SMILES
-5%	-3%	-13%	COC(=O)c1sccc1NC(=O)Nc1ccc(C)cc1
-16%	-18%	15%	CCOC(=O)c1cc(Br)c(=O)n2ccccc12
16%	-5%	7%	O=C(O)c1cccc(OCc2ccccc2Cl)c1
-10%	-1%	11%	CCOC(CCNC(=O)c1cn(CC(C)C)c(=O)c2c1c1ccccc1n2C)OCC
-10%	-16%	?	CN(C)CCn1nnnc1SCC1=C(C(=O)O)N2C(=O)[C@@H](NC(=O)Cc3csc(N)n3)[C@H]2SC1
?	?	5%	COC(=O)Cc1c(C)c2ccc(O)c(CN3CCCC(C)C3)c2oc1=O (stereo not drawn)
-10%	2%	10%	Cc1ccc(C2(CCN)CCOC(C(C)C)C2)cc1 (stereo not drawn)
/	-4%	-10%	CN(C)CCNC(=O)c1ccc2c(c1)NC(=O)C(CS(=O)(=O)Cc1cccc(Br)c1)N2 (stereo not drawn)
-3%	3%	-4%	CCN1CCC(CNCc2cn(-c3ccc(OC)cc3)nc2-c2ccccc2Cl)C1 (stereo not drawn)
-4%	-3%	-3%	Cn1cnnc1SCCNS(=O)(=O)c1cccc([N+](=O)[O-])c1
/	-9%	2%	COc1ccc(Cn2ccn(CC(=O)Nc3cc(C)ccc3C)c(=O)c2=O)cc1
-14%	-10%	-2%	CC(=O)Nc1sc(N/N=C\c2ccccc2Cl)nc1-c1cccs1
/	-6%	-5%	COc1ccc(-c2nnc(SCCOc3ccccc3C)o2)cc1OC
2%	-4%	-14%	CCOC(=O)c1ccoc1CSCC(=O)N1CCN(S(=O)(=O)c2ccc(C)cc2)CC1
/	-2%	11%	CCCN=C1N(CC)C[C@@H]2[C@@H]3C(=O)N(Cc4ccccc4)C(=O)[C@@H]3[C@](Cc3ccccc3)(C(=O)OC)N12
-25%	-4%	-2%	CCCCOc1ccc(CSCCN)cc1Cl
6%	1%	0%	CCOc1cc(C(=O)Nc2c3c(nn2C(C)(C)C)CS(=O)C3)cc(OCC)c1OCC (stereo not drawn)
-3%	-5%	6%	CC(=O)c1ccc(S(=O)(=O)NCCc2csc(-c3cccnc3)n2)cc1
-15%	-1%	-2%	CCN(CC(=O)Nc1ccc(NC(C)=O)cc1)C(=O)c1cccc(S(=O)(=O)N2CCCC2)c1
1%	-1%	2%	Cc1cc(NC(=O)CCC(=O)N(CC(=O)NC2CCCC2)c2ccccc2)no1
0%	?	3%	COc1cc([N+](=O)[O-])ccc1NC(=O)CCS(=O)(=O)c1ccc2c(c1)n(C)c(=O)c(=O)n2C
/	-16%	2%	COc1ccccc1-c1noc(CSc2nnc(Cc3ccccc3)n2-c2ccc(C)c(C)c2)n1
3%	0%	-14%	CC1(C)CN=C(N(Cc2ccccc2)C(=O)Nc2ccccc2)S1
/	-6%	-3%	O=C(NCc1ccco1)C1CCN(C(=O)N2CCOc3ccc(Cl)cc32)CC1
-5%	-4%	-2%	Cc1ccc(SCCC(=O)Nc2c(C)n(C)n(-c3ccccc3)c2=O)cc1
7%	-7%	17%	CCOc1ccc(NC(=O)CC2C(=O)N(C)C(=S)N2Cc2ccc3c(c2)OCO3)cc1 (stereo not drawn)
/	-9%	2%	O=C(CSc1nnnn1-c1cccc(F)c1)NC1CCCCC1
?	-24%	-12%	COc1cc2c(c3oc(=O)cc(CC(=O)O)c13)CCC(C)(C)O2
-8%	-5%	-6%	CC(C)(C)CN1CCNC(=O)C1CC(=O)N1CCOc2ccccc2C1 (stereo not drawn)
0%	-2%	-4%	CCC1CCc2[nH]nc(C(=O)O)c2C1 (stereo not drawn)

Marked active in FEN1 inh (from the list above):
N370S GC	KAT2A inh	FEN1 inh	SMILES
-18%	-21%	45µM*	COc1cc(/C=N/Nc2nc3ccccc3s2)cc([N+](=O)[O-])c1O

(continued)
N370S GC	KAT2A inh	FEN1 inh	SMILES
/	-6%	-7%	CCOC(=O)c1cc(-c2ccc(C)cc2)nn1Cc1ccccc1
/	-5%	-19%	CC[C@]12c3[nH]c4ccc(OC)cc4c3CCN1C(=O)C(CC(=O)NCC13CC4CC(CC(C4)C1)C3)C[C@@H]2C(=O)N1CCN(C(=O)c2ccco2)CC1 (stereo partly drawn)
/	-10%	-18%	CC(C)c1ccc(NC(=O)Nc2csc3c2CCCC3)cc1
-8%	-6%	-16%	COc1ccc(Nc2nnc(SCc3cn4c(C)cccc4n3)s2)cc1
9%	0%	-8%	O=c1cc(COc2ccc(Cl)c(Cl)c2)nc2sccn12
